Compound activity (PubChem BioAssay)
ER stress surv = ER stress cell death inhibition | CSM14.1 thapsigargin ER stress survival, ATP luminescence | relative survival (cellular ATP), % at 15 µg/mL (by protocol) | 48,000 tested, 0.33% active;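 active means survival measured by cellular ATP above 50% at 15 µg/ml in the first screen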;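 further: cell death triggered by about 15 µM thapsigargin; ATP read 24 h after thapsigargin was added; plate controls were thapsigargin with DMSO for no effect and DMSO without thapsigargin for full effect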
Active calls of the source: *.

canonical_smiles,ER stress surv
COc1cc(C=Nc2ccc(Nc3ccccc3)cc2)cc([N+](=O)[O-])c1O,-13
c1ccc(-c2ccc(-c3nc(-c4ccncc4)no3)cc2)cc1,5
CC1=C(C(=O)OC2CCCC2)C(c2ccc(I)cc2)C2=C(CC(C)(C)CC2=O)N1 (stereo unspecified),14
COc1cc(NC(=O)c2cccs2)c(OC)cc1NC(=O)c1cccs1,2
CCOC(=O)c1ccc(NC(=O)CN(c2ccc(Oc3ccccc3)cc2)S(C)(=O)=O)cc1,10
Cc1cc([N+](=O)[O-])ccc1NC(=O)/C=C/c1ccc2c(c1)OCO2,0
Cc1cc(C)n(-c2cc(Nc3ccccc3)nc(C)n2)n1,13
Cc1ccc(/C=C2\SC(=S)N(CCC(=O)Nc3nccs3)C2=O)cc1,27
CCOc1ccccc1NS(=O)(=O)Cc1ccccc1,6
Cc1ccc(NC(=O)c2cc3c(C)nn(-c4ccccc4)c3s2)c(C)c1,-13
CC(NC(=O)c1ccc(F)cc1)C1CC1 (stereo unspecified),6
Cc1nnc(SCc2ccc(C(=O)O)cc2)s1,5
O=C(COc1ccc(Cl)cc1)Nc1ccc(Br)c(Cl)c1,3
O=S(=O)(Nc1nccs1)c1ccc2ccccc2c1,8
COc1ccc(C2CC(=O)C3=C(C2)Nc2ccccc2NC3c2cccc(F)c2)cc1OC (stereo unspecified),2

The results go on:
canonical_smiles,ER stress surv
COc1cc(OC)cc(C(=O)N2CCN(c3ccc([N+](=O)[O-])cc3Cl)CC2)c1,7
CC(C)(C)c1ccc(S(=O)(=O)Nc2cc(C(N)=O)c(Cl)cc2Cl)cc1,11
CC1CCC(N2CCN(Cc3cccnc3)CC2)CC1 (stereo unspecified),0
O=C(CCNc1ccc(F)cc1)c1cccc([N+](=O)[O-])c1,6
CS(=O)(=O)N(Cc1ccc(C(=O)Nc2cccc(C(F)(F)F)c2)cc1)c1cccc(Cl)c1,0
O=C(c1ccc(F)cc1)N1CCN(Cc2ccc(Cl)cc2)CC1,6
COc1ccc(-c2cc(C(F)(F)F)n3ncc(C(=O)NC(C)C)c3n2)cc1,-5
Cc1ccc(-c2csc(NC(=O)CC(C)C)n2)c(C)c1,-4
CCC1(C)NC(=S)N(c2nc(-c3ccccc3)cs2)N1 (stereo unspecified),-4
O=C(Nc1ccc2oc(-c3cccc(Cl)c3Cl)nc2c1)c1ccc([N+](=O)[O-])cc1,5
COc1cc2c(cc1NC(=O)c1ccccc1I)oc1ccccc12,10
Cc1ccc(C#N)c(SCC(N)=O)n1,4
CCOC(=O)CNC(=O)c1ccc(C#Cc2ccccc2)cc1,-3
CC(C)c1ccc(N2C(=O)NC(=O)/C(=C/c3ccc4c(c3)OCO4)C2=O)cc1,2
O=C(CC(=O)NCc1ccccn1)NCc1ccccn1,9

A draw from above in order of formula weight, ascending:
canonical_smiles,ER stress surv
Cc1ccc(C#N)c(SCC(N)=O)n1,4
O=C(CC(=O)NCc1ccccn1)NCc1ccccn1,9
CCOC(=O)CNC(=O)c1ccc(C#Cc2ccccc2)cc1,-3

Other results follow.
canonical_smiles,ER stress surv
COC(=O)C1=C(C)N(C)C(C)=C(C(=O)OC)C1c1ccc(C(=O)OC)cc1,-5
CCCOc1ccc(C(=O)Nc2cc(Cl)cc(Cl)c2)cc1,-1
COc1cc(C=C2C(=O)NC(=O)NC2=O)ccc1OC(=O)c1cc(F)c(F)cc1Cl,10
O=C(Nc1c(C(=O)N2CCOCC2)cnn1-c1ccccc1)c1cccs1,8
Cc1ccc(S(=O)(=O)/N=C/c2ccc(Cl)cc2Cl)cc1,-7
O=C(O)[C@@H]1C2CCCCC2=C2CCCCC2[C@@H]1C(=O)O (stereo partly specified),1
COC(=O)c1ccccc1NC(=O)CN(c1cccc(Br)c1)S(=O)(=O)c1ccccc1,8
COc1ccccc1CNC(=O)C(=O)Nc1cccc(Cl)c1,0
Cc1[nH]n(-c2ccccc2)c(=O)c1/C=C1\C=c2ccccc2=N1,-3
CC1CCCCN1C(=O)c1cc(-c2ccccc2)nc2ccccc12 (stereo unspecified),5
CN1C(=O)NC(=O)/C(=C/c2ccc(OCC(=O)O)cc2)C1=O,13
COC(=O)C1=CNC=C(C(=O)OC)C1c1cc(OC)c(Br)cc1OC,0
COc1ccc(NC(=O)c2ccco2)cc1,-6
CC(C)Oc1ccccc1NC(=O)c1ccc(F)c2ccccc12,15
COC(=O)C(=C/C(C)=C/N1CCOCC1)C(=O)OC,-2

Next part.
canonical_smiles,ER stress surv
NS(=O)(=O)c1ccc(CNC(=O)c2ccc(Cl)cc2[N+](=O)[O-])cc1,8
CC(=O)Nc1cccc(/C(C)=N/N=C2/NC(=O)C(CC(=O)Nc3ccc(C)c(Cl)c3)S2)c1 (stereo unspecified),1
O=C(Oc1ccc([N+](=O)[O-])cc1)c1cc(S(=O)(=O)N2CCCCC2)c(Cl)cc1Cl,2
O=C(Nc1cccc(Cl)c1)c1cccc(NC(=O)c2ccco2)c1,11
CCOC(=O)C1=C(O)CSC1=Nc1cccc2ccccc12,-2
O=C(c1c(Cl)cccc1Cl)N1CCN(c2ccc(F)cc2)CC1,8
CC(=O)N1CCN(c2cc(N3CCC(C)CC3)c(F)cc2[N+](=O)[O-])CC1,-1
O=C(Nc1cccc(O)c1)c1cccc(NC(=O)c2ccc(Cl)c(Cl)c2)c1,12
O=C1/C(=C/c2cn(-c3ccccc3)nc2-c2cccs2)SC(=S)N1C1CCS(=O)(=O)C1 (stereo unspecified),6
CCOC(=O)c1c(C)n(C)c2ccc(O)c(CN(CC)CC)c12,-4
COc1cc(OC)cc(C(=O)Nc2ccc(C)cc2Br)c1,11
COC(=O)CN(c1ccc(OC)cc1)S(=O)(=O)c1ccc(C)cc1,-4
CCOC(=O)c1c(NC(=O)c2ccco2)sc(C(=O)Nc2ccc(OC)cc2OC)c1C,-2
CCCc1cc(=O)n2[nH]c(-c3ccc(C)cc3)c(C)c2n1,14
CCOC(=O)C(NC(=O)c1ccccc1)=C1CCCCC1,8

(cont.)
canonical_smiles,ER stress surv
Cc1cc([N+](=O)[O-])ccc1-c1ccc(C(=O)Nc2ccc(O)c(-c3nc4ccccc4o3)c2)o1,3
C/C(CCc1ccc2c(c1)OCO2)=N\N=C1/NC(=O)CC(C(=O)N2CCN(c3ccc([N+](=O)[O-])cc3)CC2)S1 (stereo unspecified),-1
CCOC(=O)C1=NNC2C(=O)N(c3cc(OC)ccc3OC)C(=O)C12 (stereo unspecified),6
COc1cc(C(=O)N/N=C/C2CC=CCC2)ccc1O (stereo unspecified),-18
CCCOc1ccccc1/C=C1\N=C(c2ccccc2)OC1=O,18
CC(NC(=O)C(NC(=O)OCc1ccccc1)C(C)C)C(=O)OCc1ccc([N+](=O)[O-])cc1 (stereo unspecified),-3
COc1ccc(C2C3=C(CC(C)(C)CC3=O)NC3=C2C(=O)CC(C)(C)C3)cc1C(=O)O,9
CCN(CC)CCCOc1ccc(C)cc1Cl,-5
Cc1cc(C)cc(N(CC(=O)NC2CC3CCC2C3)S(=O)(=O)c2ccccc2)c1 (stereo unspecified),11
O=C(Nc1cccc(Cl)c1Cl)c1cc2nc(-c3ccc([N+](=O)[O-])cc3)cc(C(F)(F)F)n2n1,8
c1ccc2c(c1)ncn2CCN1CCCCC1,4
Cc1ccc(-c2cc(-c3ccc(C)cc3O)[nH]n2)cc1,-7
O=C(CCCOc1ccccc1)Nc1cc(C(F)(F)F)ccc1Cl,13
CN(C)/C=C/C=C/C(=O)c1ccc(/C=C/C=C/N(C)C)o1,0
CCOc1ccccc1NC(=O)C(=O)NCc1ccc(Cl)cc1,5

Next results.
canonical_smiles,ER stress surv
COc1ccc(CCNC(=O)C(=O)Nc2cc(Cl)ccc2C)cc1OC,-2
O=C(CN(c1ccccc1)S(=O)(=O)c1ccccc1[N+](=O)[O-])Nc1ccc(Cl)cc1,7
O=C(CCc1ccccc1)N1N=C(c2cccnc2)CC1(O)C(F)(F)F (stereo unspecified),15
O=C(COc1ccccc1)N1N=C(c2ccccc2)CC1(O)C(F)(F)F (stereo unspecified),20
O=C(c1ccc(Cl)cc1)c1ccccc1C(=O)N1CCOCC1,-2
COC(=O)c1ccc(C(=O)Nc2cc(Cl)ccc2Cl)cc1NC(=O)COc1ccc(F)cc1,6
COc1ccc(N(CC(=O)NCC(C)C)S(=O)(=O)c2ccc(C)cc2)cc1,8
O=C(NN1C(=O)/C(=C/C=C/c2ccccc2[N+](=O)[O-])SC1=S)c1ccccc1Br,6
O=C(NCc1ccco1)c1cc(-c2ccco2)nc2ccccc12,-1
CCCCOC(=O)c1ccc(NC(=O)c2ccc(OC)c(Br)c2)cc1,-4
Cc1cc(Cl)cc(C(=O)Nc2ccc([N+](=O)[O-])cc2Cl)c1O,-13
CCc1nnc(NC(=O)c2cc(-c3ccc(OC)cc3)nc3ccccc23)s1,2
CNC(=O)/C(=C/c1cccc([N+](=O)[O-])c1)NC(=O)c1ccc(OC)cc1,0
Brc1ccc(-c2nc(-c3ccccn3)no2)cc1,-6
O=C(CC1S/C(=N\N=C2/CCCc3ccccc32)NC1=O)Nc1ccccc1F (stereo unspecified),4

As entered above.
Result for O=C(c1ccc(Cl)cc1)c1ccccc1C(=O)N1CCOCC1 under ER stress surv: -2
Result for O=C(CN(c1ccccc1)S(=O)(=O)c1ccccc1[N+](=O)[O-])Nc1ccc(Cl)cc1 under ER stress surv: 7

Continued.
canonical_smiles,ER stress surv
COc1ccc(/C=N/S(=O)(=O)c2cccs2)cc1,2
COc1ccc([N+](=O)[O-])cc1NC(=O)C1CCCCC1C(=O)O (stereo unspecified),3
COc1cc(/C=c2/sc3nc4cc(C)c(C)cc4n3c2=O)ccc1OCc1ccccc1,8
CC1=C(C(=O)OCc2ccccc2)C(c2ccccn2)C2=C(CCCC2=O)N1 (stereo unspecified),6
COC(=O)c1c(C)oc2ccc(NS(=O)(=O)c3cccc([N+](=O)[O-])c3)cc12,-3
O=C1OC(c2ccc(Cl)cc2)=C/C1=C\c1ccccc1,4
Cc1ccc(C(O)c2nc3ccccc3n2C(C)C)cc1 (stereo unspecified),-7
O=C(Cc1ccccc1Cl)c1ccc(O)cc1O,-2
C=CCOc1ccc(/C=C2\C(=O)NC(=S)N(c3ccc(Cl)cc3)C2=O)cc1OC,0
N#CC(C(=O)Nc1ccccn1)=C1CCCCCC1,1
COc1ccc(C2=C/C(=C\c3ccc(OC(C)=O)cc3OC(C)=O)C(=O)O2)cc1,3
O=C1CCCC/C1=C\Nc1ccc([N+](=O)[O-])cc1Br,11
COc1cc(NC(=O)c2cc(C(F)(F)F)cc(C(F)(F)F)c2)c(OC)cc1NC(C)=O,-8
Cc1ccc(-c2nnc3s/c(=C\c4ccccc4)c(=O)n23)cc1,9
COc1ccc(C(=O)NC2CC2)cc1OC,-2

Continuation:
canonical_smiles,ER stress surv
CCCOc1ccc(/C=C2/C(=O)NC(=O)N(c3ccc(OCC)cc3)C2=O)cc1OC,5
CCOC(=O)c1c(NC(=O)c2cccc(Cl)c2)sc(C(=O)Nc2ccccc2C(F)(F)F)c1C,5
O=C(Nc1ccc(Cl)c(Cl)c1)c1ccc(I)cc1,-1
Cc1cc(CN2CCOCC2)oc1C(=O)O,12
O=C(/C=C/c1ccc(/C=C/C(=O)c2cccc(N3C(=O)C=CC3=O)c2)cc1)c1cccc(N2C(=O)C=CC2=O)c1,4
COc1ccccc1-n1c(SCC(=O)Nc2ccccc2C)nc(O)cc1=O,10
COC(=O)C1=C(C)NC2=C(C(=O)c3ccccc32)C1c1ccc(-c2ccccc2C(=O)O)o1 (stereo unspecified),9
O=C1/C(=C/c2ccc(Cl)c(Cl)c2)SC(=S)N1Cc1ccco1,7
Nc1nc(-c2ccccc2)cc(N2CCCCC2)n1,-5
CCn1cc(/C=C2\C(=O)NC(=O)N(c3ccc(Cl)cc3)C2=O)c2ccccc21,9
CCOC(=O)c1ccc(NCc2cc(Br)ccc2O)cc1,12
CN(C)c1ccc(/C=C2\SC(=Nc3ccc(O)cc3)NC2=O)cc1,4
C/C(=C\c1ccccc1)c1nc(-c2ccccc2O)n(-c2ccccc2)n1,6
O=C1/C(=C\N2CCOCC2)c2ccccc2C(=O)N1c1ccccc1,7
O=C(NCCCN1CCOCC1)/C(=C/c1ccc(-c2ccc(Br)cc2)o1)NC(=O)c1ccccc1,-2

(cont.)
canonical_smiles,ER stress surv
COC(C)(C)c1cc(-c2ccccc2)nc(N)n1,5
COc1ccccc1CNC(=O)CN(c1ccc(Oc2ccccc2)cc1)S(C)(=O)=O,-4
CCCN(CCC)C(=O)C(CC)c1ccccc1 (stereo unspecified),6
O=C(/C=C\Nc1ccccc1O)c1ccc2c(c1)OCO2,-9
CC(C)(C)C(=O)NC(NC(=S)Nc1ccccc1)C(Cl)(Cl)Cl (stereo unspecified),-2
C=C(C)CC1(O)CC(c2ccccc2)NC(c2ccccc2)C1CC (stereo unspecified),-2
CCC1CCc2c(sc(NC(=O)C3CCCC3)c2C(N)=O)C1 (stereo unspecified),7
O=C(Nc1ccc(Cl)cn1)c1ccc(-c2ccc([N+](=O)[O-])cc2)o1,-1
O=C1C(=O)N(CCCn2ccnc2)C(c2ccc(Cl)cc2)/C1=C(\O)c1ccc(Cl)cc1 (stereo unspecified),-3
CC1CCN(c2nc(-c3ccccc3)nc3ccccc23)CC1,8

Exported field by field: entries from further up.
O=C1C(=O)N(CCCn2ccnc2)C(c2ccc(Cl)cc2)/C1=C(\O)c1ccc(Cl)cc1 (stereo unspecified)
  ER stress surv: -3

COC(C)(C)c1cc(-c2ccccc2)nc(N)n1
  ER stress surv: 5

CC1CCN(c2nc(-c3ccccc3)nc3ccccc23)CC1
  ER stress surv: 8

These rows are one share of the data. The share of hits here may be higher or lower than overall.
